# Screening data from PubChem.
# OXTR potentiator – potentiators of human oxytocin receptor; P30559; CHO-OTR cells, Fluo-8 calcium fluorescence, potentiator mode; 0% = oxytocin EC15, 100% = EC100; activation, % at 3 µM; hit rate 0.061% among 320,000; AID 2445;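 active = activation above that plate's cutoff, the mean activation of tested compounds plus 3 SD, cut at about 6.6% in these data, passing the limit was not always enough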;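 note: 100% uses oxytocin at 75 nM as the full agonist control; some results filed as inactive read as strong as hits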
#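 test system = CHO-OTR cells, human receptor | compound = single-point 3.0 µM | schedule = 6 min compound pre-incubation at room temperature, 100 s kinetic read | signal = Fluo-8 no-wash calcium dye fluorescence, excitation 470-495 nm, emission 515-575 nm | repeats = single well per compound, singlicate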
# OXTR ag – agonists of human oxytocin receptor | P30559 | CHO-OTR cells, Fluo-8 calcium fluorescence; normalized: DMSO 0%, oxytocin 100% | activation, % at 3 µM | hit rate 0.32% among 320,000;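 active = activation above the mean of all tested compounds plus 3 SD, cutoff set per screening run, cut at about 20% in these data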;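 note: peak over basal fluorescence ratio from a 100 s FLIPR kinetic read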
# V1aR counter – V1a receptor agonism, counter-screen for OXTR agonists; CHO-V1R cells, Fluo-8 calcium fluorescence, agonist mode; 0% DMSO, 100% 3 nM vasopressin; AID 2797; hit rate 0.25% among 320,000; activation, % at 3 µM; P37288;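 active = activation above the mean activation of all tested compounds plus 3 SD, per screening run, cut at about 20% in these data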;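 note: signal is peak over basal fluorescence ratio across a 100 second FLIPR read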
# Target sequence (P37288 whole entry, looked up): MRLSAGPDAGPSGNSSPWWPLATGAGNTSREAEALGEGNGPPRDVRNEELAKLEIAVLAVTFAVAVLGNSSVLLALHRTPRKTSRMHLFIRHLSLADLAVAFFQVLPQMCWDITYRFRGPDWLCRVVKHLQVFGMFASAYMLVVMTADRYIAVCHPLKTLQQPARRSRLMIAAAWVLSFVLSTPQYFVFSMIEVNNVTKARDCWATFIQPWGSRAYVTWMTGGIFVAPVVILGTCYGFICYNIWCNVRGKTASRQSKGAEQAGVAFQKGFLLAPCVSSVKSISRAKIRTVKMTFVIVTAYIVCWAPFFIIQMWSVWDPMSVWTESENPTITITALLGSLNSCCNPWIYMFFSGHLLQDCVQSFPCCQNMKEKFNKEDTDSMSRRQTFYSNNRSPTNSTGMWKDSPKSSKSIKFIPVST
# GPR7 antagonist – human neuropeptides B/W receptor 1 antagonism. GPR7-expressing cells, fluorescence antagonist assay. inhibition, % at 4.4 µM. hit rate 1.1% among 290,000; in the data active = inhibition above about 16%, passing the limit was not always enough;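 note: cells stimulated with the agonist NPW; 0% = agonist with vehicle and 100% = vehicle without agonist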
# Target sequence (P48145 whole entry, looked up): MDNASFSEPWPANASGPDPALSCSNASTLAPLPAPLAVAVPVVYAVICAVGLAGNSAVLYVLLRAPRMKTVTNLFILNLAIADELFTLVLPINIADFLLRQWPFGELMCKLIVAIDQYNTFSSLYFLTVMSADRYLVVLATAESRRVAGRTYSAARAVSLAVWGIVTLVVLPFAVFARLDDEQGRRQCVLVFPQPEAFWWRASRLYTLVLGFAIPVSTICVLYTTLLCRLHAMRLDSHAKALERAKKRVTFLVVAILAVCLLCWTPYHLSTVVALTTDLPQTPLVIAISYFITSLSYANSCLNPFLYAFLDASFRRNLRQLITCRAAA
# NALP1 inh – NALP1 inhibition. S. cerevisiae NALP1/ASC/caspase-1 growth, X-gal OD620, 72 h. inhibition, % at 10 µM. hit rate 0.61% among 280,000; in the data active = inhibition mostly above about 24%, no sharp cut-off; inactive = mostly below about 32%; note: some compounds called inactive have numbers as strong as hits
# MEKK2mut PB1 HTS – signal of MEK5 binding to mutant human MEKK2 PB1 domain. bead flow cytometry, Alexa488-MEK5 binding to MEKK2 mutant. percent response, % at 10 µM. hit rate 0.35% among 290,000; in the data active = percent response above about 24%, passing the limit was not always enough; note: inactives centre near 1; some results filed as inactive read as strong as hits; reference of the scale not given here
# MEKK2 WT-MEK5 – raises or lowers MEK5 binding to wildtype human MEKK2 PB1 domain | Q9Y2U5 | bead flow cytometry, Alexa488-MEK5 binding to MEKK2 WT; actives lie on both sides | binding response (% of control), % at 10 µM | hit rate 1.1% among 290,000; in the data active = binding response below about 67% or above about 130%
# GalR3 antag – human GalR3 antagonism. AID 651719. hit rate 0.44% among 360,000. HEK293 GalR3-CNG cAMP membrane potential fluorescence; galR3 body fused to GalR1 C-terminus. O60755. inhibition, % at 3 µM;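 active = inhibition above the screen-wide average plus 3 SD, cut at about 13% in these data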;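 note: forskolin and galanin both at EC90 stimulate the cells; cAMP rise reported by CNG channel membrane potential dye signal; 0% = forskolin plus galanin with DMSO and 100% = forskolin alone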
# Target sequence (O60755 1-299 limits assumed): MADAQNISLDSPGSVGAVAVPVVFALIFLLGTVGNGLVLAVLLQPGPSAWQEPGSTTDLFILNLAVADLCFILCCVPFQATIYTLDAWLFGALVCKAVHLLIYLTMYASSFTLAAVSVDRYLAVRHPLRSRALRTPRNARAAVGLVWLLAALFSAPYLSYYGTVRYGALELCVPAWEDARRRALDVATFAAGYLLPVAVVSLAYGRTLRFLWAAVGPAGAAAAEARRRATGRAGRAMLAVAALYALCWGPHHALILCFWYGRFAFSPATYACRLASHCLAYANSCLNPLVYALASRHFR
# PfM18AAP inh – blocks P. falciparum M18 aspartyl aminopeptidase; hit rate 1.2% among 290,000; recombinant PfM18AAP, H-Glu-NHMec fluorogenic cleavage; inhibition, % at 7.35 µM; AID 1822;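 active = inhibition above the campaign mean inhibition over all tested compounds plus 3 SD, cut at about 28% in these data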;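 note: 0% = plate median of test compound wells and 100% = 2 mM ZnCl2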
# * = called active by the depositor; nt = no result given.
canonical_smiles,OXTR potentiator,OXTR ag,V1aR counter,GPR7 antagonist,NALP1 inh,MEKK2mut PB1 HTS,MEKK2 WT-MEK5,GalR3 antag,PfM18AAP inh
CCOc1ccc(S(=O)(=O)NCCSc2ccccc2)cc1,-3.9,-0.8,0.1,11.9,-1.9,-2.0,95.0,-1.9,3.0
Cc1ccc(C(=O)Nc2cccnc2)cc1NC(=O)c1ccco1,-10.9,0.0,0.5,-2.4,13.5,12.0,104.0,-5.5,1.7
COc1ccc(C(CNC(=O)c2ccc(S(=O)(=O)Nc3ccccc3F)cc2)N(C)C)cc1 (stereo not drawn),-9.9,-0.2,1.6,12.5,6.6,1.0,111.0,2.2,2.7
Cc1ccc(C)c(NC(=O)C(Sc2cccc[n+]2[O-])c2ccccc2)c1 (stereo not drawn),-6.3,0.0,-0.3,-14.8,8.3,0.0,100.0,5.1,-0.2
COc1ccc(CSc2nncn2C)cc1[N+](=O)[O-],-2.3,0.2,0.7,-6.7,19.2,0.0,107.0,-2.6,-4.8
Cc1cccn2c(=O)c(C=C(C#N)C#N)c(N3CCN(C)CC3)nc12,-11.4,-0.1,1.3,-15.0,5.6,3.0,105.0,-10.9,5.0
COc1ccc(C2NC(=O)NC(C)=C2C(=O)OCC2CCCCC2)cc1OC (stereo not drawn),5.0,0.3,0.1,-3.4,7.2,12.0,104.0,-7.9,-9.7
Cc1cnc(-c2nnc(N(C)C(=O)c3cccnc3)s2)cn1,-8.0,0.2,0.6,-1.4,-0.7,11.0,111.0,-3.6,-5.3
CC(=O)COC(=O)C1=NN(c2ccccc2)C(=O)CC1,-2.8,-0.4,1.8,-9.8,2.9,3.0,105.0,-8.6,-11.4
O=C(NCc1ccccc1C(F)(F)F)C1CC(c2ccccc2[N+](=O)[O-])=NO1 (stereo not drawn),-8.7,-2.4,1.2,-4.3,10.5,1.0,97.0,-5.8,1.9
CCN(CCCNC(=O)COc1cc(=O)n(C)c2ccccc12)c1cccc(C)c1,-0.4,-0.5,-0.8,-11.2,1.1,2.0,104.0,-2.2,9.2
COCCN(Cc1ccc(F)cc1)C(=O)c1cc2ccccc2oc1=O,nt,nt,nt,-12.1,10.6,9.0,107.0,-3.2,3.6
O=C(CSc1nnc(CNC(=O)c2cccs2)o1)Nc1ccccc1C(F)(F)F,0.9,-0.3,1.0,-18.6,-11.5,1.0,100.0,-9.0,0.2
CCCNC(=O)c1cc2nc(-c3ccccc3)cc(C(F)(F)F)n2n1,-8.3,-1.9,-0.9,-10.7,2.4,4.0,100.0,-7.3,7.3
FC(F)(F)c1cccc(NC(=S)Nc2cccc(NC(=S)Nc3cccc(C(F)(F)F)c3)n2)c1,-0.1,0.4,1.7,-6.2,6.9,-1.0,101.0,-6.1,1.6
COc1ccc(/C=C/C(=O)N2CCN(C)CC2)cc1OC,-9.4,-0.7,0.9,3.6,22.6,-7.0,99.0,-4.5,0.0
CCC(=O)NC(=S)Nc1cccc(NC(=O)c2ccc(Cl)cc2Cl)c1,-13.4,-1.3,-0.5,7.6,3.3,1.0,103.0,-2.2,-0.9
CCCCn1nc(C(=O)NNC(=O)c2ccncc2)c2ccccc2c1=O,-5.9,-1.0,1.0,-10.7,18.7,3.0,104.0,nt,6.7
CCOC(=O)C1(Cc2cccc(OC)c2)CCN(C/C=C/c2ccc(OC)cc2)CC1,-12.3,13.8,13.6,-8.1,10.5,22.0,137.0,-7.3,-13.2
O=C(O)C1C2C=CC3(O2)C1C(=O)N1c2ccccc2COC13 (stereo not drawn),-14.3,4.6,0.8,-8.6,9.4,2.0,96.0,3.2,-2.6

# Whole records from above. Screens in order: OXTR potentiator | OXTR ag | V1aR counter | GPR7 antagonist | NALP1 inh | MEKK2mut PB1 HTS | MEKK2 WT-MEK5 | GalR3 antag | PfM18AAP inh
# `COc1ccc(CSc2nncn2C)cc1[N+](=O)[O-]` is listed as -2.3 | 0.2 | 0.7 | -6.7 | 19.2 | 0.0 | 107.0 | -2.6 | -4.8
# `Cc1cnc(-c2nnc(N(C)C(=O)c3cccnc3)s2)cn1` is listed as -8.0 | 0.2 | 0.6 | -1.4 | -0.7 | 11.0 | 111.0 | -3.6 | -5.3

# (listing goes on)
canonical_smiles,OXTR potentiator,OXTR ag,V1aR counter,GPR7 antagonist,NALP1 inh,MEKK2mut PB1 HTS,MEKK2 WT-MEK5,GalR3 antag,PfM18AAP inh
CCS(=O)(=O)N1CCC(C(=O)NCc2cccs2)CC1,-9.8,0.3,0.0,-12.6,6.9,2.0,102.0,-9.4,-2.4
Cc1ccc(S(=O)(=O)N(C)C)cc1NC(=O)CSc1nnc(C2CC2)n1C1CC1,-0.1,-0.6,-0.8,nt,nt,nt,nt,-0.2,nt
CC(=O)N(Cc1ccco1)C1(C(=O)NC2CCCCC2)CCCCC1,-5.1,-0.1,-1.8,15.5,8.5,9.0,111.0,-7.0,-3.9
CSc1nccc(N/N=C/c2ccccc2)n1,2.1,-1.4,1.6,6.4,26.8,0.0,102.0,-5.5,-12.0
NS(=O)(=O)c1ccc(NC(=O)CN2CCCCC2)cc1,-2.4,0.7,-0.8,-3.9,28.8,0.0,95.0,-4.5,-1.3
Cc1sc2ncnc(SCC(=O)Nc3ccc(CN4CCCC4)cc3)c2c1C,-4.0,3.0,1.3,nt,nt,nt,nt,-1.4,nt
COCCNC(=O)CCC1CCN(Cc2cccc(Oc3ccccc3)c2)CC1,-7.1,-0.6,0.7,-7.9,17.2,-3.0,104.0,-6.0,-7.1
CC(C)N1C(=O)N(c2cccc(Cl)c2)C(C)(O)CC1(C)C (stereo not drawn),-3.1,-2.0,-1.4,-12.5,19.4,-1.0,100.0,-8.9,-3.4
O=C(Nc1nc(-c2ccc(F)c(F)c2)cs1)c1cc([N+](=O)[O-])ccc1N1CCOCC1,3.4,-0.8,0.0,-3.6,7.4,21.0,116.0,4.2,5.3
C/C(CC(=O)Nc1ccc(Cl)cc1Cl)=N\NC(=O)c1cnccn1,1.5,0.0,0.6,-16.0,-10.0,-6.0,93.0,5.5,1.0
CCCN1CN=C(NS(=O)(=O)c2ccc(C)cc2)NC1,-0.5,1.1,-0.2,-6.8,8.6,2.0,98.0,-10.5,0.6
CC(C)CCn1c(Sc2nc3ccccc3o2)nc2c1c(=O)[nH]c(=O)n2C,-3.4,-2.3,-0.1,-6.6,13.8,0.0,103.0,-10.4,-1.4
Cc1cccc(NC(=O)c2ccccc2NC(=O)c2ccco2)c1,-2.7,-1.5,2.7,-13.6,9.6,8.0,114.0,-2.6,-8.5
O=C(C(Cc1ccccc1)n1cccc1)N1CCN(c2ncccn2)CC1 (stereo not drawn),-7.2,0.5,3.3,-3.9,12.1,8.0,108.0,nt,-3.3
CCN(CC)CCCN1CC(=O)N2[C@@H](Cc3c([nH]c4ccccc34)C2(C)C)C1=O,-9.9,1.0,0.6,-6.3,21.1,3.0,108.0,-12.9,-3.7
O=C(CN1C2CCCC1CC(NC(=O)C1CCCCC1)C2)NCc1ccc(F)cc1 (stereo not drawn),-13.4,-0.1,-0.5,2.6,nt,-16.0,88.0,-5.2,6.6
O=C(N/N=C/c1ccc(N2CCOCC2)cc1)c1ccccn1,3.7,2.6,1.9,-15.0,nt,0.0,102.0,-4.0,2.4
Cc1ccc(C)c2nc3sc(C(=O)N4CCOCC4)c(N)c3cc12,-6.9,3.0,6.7,-3.4,-8.9,-9.0,90.0,-6.3,8.7
O=C(NC(Cc1c[nH]c2ccccc12)C(=O)N/N=C/c1ccc(Br)cc1)c1cccs1 (stereo not drawn),-5.2,0.6,0.7,2.0,-6.5,-1.0,97.0,-6.9,2.8
CCC(=O)Nc1cccc(-c2nnc(-c3cccc(NC(=O)CC)c3)o2)c1,-9.6,1.3,1.6,-4.8,-11.1,-1.0,99.0,-0.8,6.4

canonical_smiles,OXTR potentiator,OXTR ag,V1aR counter,GPR7 antagonist,NALP1 inh,MEKK2mut PB1 HTS,MEKK2 WT-MEK5,GalR3 antag,PfM18AAP inh
Fc1ccc(CNc2nc(-c3ccco3)cc(C(F)(F)F)n2)cc1,-2.1,-1.0,0.8,-2.9,17.1,3.0,100.0,-3.9,0.4
Cn1c(CCC(=O)OCC(=O)NCc2ccccc2Cl)nc(=O)c2ccccc21,-4.7,-0.3,-0.5,7.9,-12.6,-1.0,101.0,-1.7,-13.1
Cc1c(Cl)cccc1NC(=O)Cn1c(-c2ccc(F)cc2)noc1=O,-10.5,0.7,3.2,3.8,22.4,-9.0,94.0,-3.5,1.4
Cc1cccc(CC(C)NC(=O)CCc2nnc(CCCCc3ccccc3)o2)n1 (stereo not drawn),-10.8,-0.2,0.9,-1.9,-5.3,-1.0,96.0,-0.4,-0.5
CC1C(=O)C(C)C(c2ccccc2F)NC1c1ccccc1F (stereo not drawn),-0.9,-1.8,-1.1,6.6,5.4,7.0,103.0,-10.4,1.8
CCn1cc(/C=C(\NC(=O)c2ccccc2F)C(=O)N2CCCC2)c2ccccc21,-0.9,-0.6,4.5,-11.2,8.5,1.0,101.0,nt,5.1
Cc1ccc(C23CC4CC(CC(C(=O)NC(C)C)(C4)C2)C3)cc1,-1.8,-2.1,1.0,-14.9,-13.8,11.0,100.0,-9.9,5.9
O=C(NCCNC(=O)c1ccc(Cl)cc1Cl)c1ccco1,-2.2,-0.5,-0.4,-9.2,-3.0,-5.0,97.0,-3.7,-1.8
CC1CCCC(NC(=O)CCC(=O)N2CCOc3ccccc32)C1C (stereo not drawn),-7.7,0.5,4.0,6.4,7.1,-1.0,101.0,-5.0,-3.8
COC(=O)[C@@H]1C[C@@]2(O)[C@H](O)[C@H](O)[C@H](O)C[C@H]2N1Cc1ccc(C(C)(C)C)cc1,-8.8,0.2,1.0,nt,nt,7.0,111.0,-3.3,nt
COc1ccc2c(c1OC)C(=O)OC2Nc1ncc(Br)cc1Br (stereo not drawn),0.2,-0.1,0.0,-6.6,-1.1,-3.0,103.0,-1.5,1.9
CC1=CC(=NOC(=O)/C=C/c2ccccc2)C=C(C)C1=O,-9.8,-1.5,-0.3,-17.1,-15.0,9.0,108.0,-1.8,5.7
Cc1ccc(NC(=O)C(C)OC(=O)CSc2ccccc2)cc1 (stereo not drawn),-6.2,-0.5,-0.5,nt,nt,nt,nt,0.1,nt
COc1ccc(S(=O)(=O)NCC(=O)NCc2cc(=O)n(C)c(=O)n2C)cc1C,7.4,-0.7,-0.6,-0.8,-22.2,0.0,102.0,1.6,3.0
CCOC(=O)C1=C(C)N=c2s/c(=C/c3cccc([N+](=O)[O-])c3O)c(=O)n2C1c1ccccc1 (stereo not drawn),-10.2,-1.1,0.3,-6.8,-11.4,5.0,106.0,-6.8,0.3
CCn1c(SCCOc2ccc(Cl)cc2)nnc1-c1cccs1,-15.0,-0.5,-1.1,28.8*,1.4,-1.0,92.0,-2.3,7.5
CCCCCC1CC(CC(=O)NC(=S)Nc2ccccc2Cl)C(=O)O1 (stereo not drawn),-17.6,2.7,0.7,-4.5,-0.2,-11.0,87.0,-1.3,2.3
COc1ccc(-n2nc(C(=O)Nc3ccc4c(c3)OCO4)c3c4ccccc4n(C)c3c2=O)cc1,-2.6,0.3,0.0,3.8,18.3,5.0,101.0,-0.4,-18.0
COc1ccc(-c2csc(NC(=S)NC(=O)c3ccc4ccccc4c3)n2)cc1OC,-10.4,1.2,0.5,-8.7,6.1,-8.0,92.0,-5.5,-13.7

# Outcome played no part in choosing rows (roughly 4.1% active in at least one column).
